Efflux pump mplx: blocks antifungal efflux pumps in multiplex yeast assay | S. cerevisiae Candida pump triplex, Nile Red efflux | hit rate 0.44% among 330,000 | inhibition, % at 10 µM;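 active means plate passing quality check with inhibition over a set limit, or well fluorescence over plate mean plus 4 SD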;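 further: Nile Red retained in pooled yeast measured as flow cytometry median fluorescence; 0% = buffer negative control and 100% = Enniatin B positive control; higher means more Nile Red kept so more efflux inhibition; some compounds called inactive have numbers as strong as hits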
PP5 inh: inhibitors of human protein phosphatase 5 (PP5) | inhibition, % at 6.7 µM | purified PP5c, OMFP substrate fluorescence | P53041 | hit rate 0.18% among 320,000;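 active means inhibition above the campaign's mean inhibition across all tested compounds plus 3 SD, cut at about 9.5% in these data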;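 further: 0% = DMSO only and 100% = 100 µM cantharidin control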
Target sequence (P53041 whole entry, looked up): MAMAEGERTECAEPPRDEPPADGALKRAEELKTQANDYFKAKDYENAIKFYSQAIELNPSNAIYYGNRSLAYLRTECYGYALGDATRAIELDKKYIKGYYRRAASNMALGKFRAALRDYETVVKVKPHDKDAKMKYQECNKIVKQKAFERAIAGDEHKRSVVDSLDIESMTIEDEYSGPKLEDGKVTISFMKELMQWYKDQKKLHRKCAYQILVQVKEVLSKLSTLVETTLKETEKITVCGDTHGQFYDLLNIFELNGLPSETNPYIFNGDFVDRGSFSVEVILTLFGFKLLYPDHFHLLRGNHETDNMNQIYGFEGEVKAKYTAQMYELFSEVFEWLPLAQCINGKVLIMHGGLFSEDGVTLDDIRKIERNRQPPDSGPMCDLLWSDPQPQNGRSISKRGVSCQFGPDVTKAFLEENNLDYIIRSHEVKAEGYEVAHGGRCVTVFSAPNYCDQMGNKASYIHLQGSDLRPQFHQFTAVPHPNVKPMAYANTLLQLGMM
EBNA-1 inh: blocks EBNA-1 binding to DNA; EBNA-1 DNA binding, fluorescence polarization; inhibition, % at 14.8 µM; hit rate 0.34% among 300,000; in the data active means inhibition above about 28%
PREPL inhibitor: human PREPL enzyme inhibition. AID 2751. Q4J6C6. inhibition, % at 5.96 µM. recombinant PREPL, fluorescence polarization activity-based probe. hit rate 0.68% among 320,000; in the data active means inhibition above about 43%;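 further: 0% = enzyme with DMSO and 100% = wells lacking enzyme; many of its hits are not listed in these tables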
core dimer inh: blocks dimerization of HCV core protein | TR-FRET GST/Flag-core106 dimerization, 1536-well | inhibition, % at 5 µM | hit rate 0.33% among 300,000 | AID 1899;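 active means inhibition above the mean of all tested compounds plus 3 SD, set per screening campaign, cut at about 45% in these data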
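System – GST-tagged and Flag-tagged HCV core protein residues 1-106 · Repeats – one well for each compound · Technique – TR-FRET 671 and 617 nm emission · Doses – one concentration, 5 µM, in 0.5% DMSO · Times – 4 h, 22.5 °C incubation · Also added – Eu donor and XL665 acceptor anti-tag antibodies · Measure – percent inhibition of core106 dimerization signal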
ZTA DNA inh: blocks Epstein-Barr virus ZTA, an EBNA-1 counter-screen. P03206. ZTA-DNA binding, fluorescence polarization. inhibition, % at 11 µM. hit rate 0.15% among 320,000; in the data active means inhibition above about 33%
Target sequence (P03206 whole entry, looked up): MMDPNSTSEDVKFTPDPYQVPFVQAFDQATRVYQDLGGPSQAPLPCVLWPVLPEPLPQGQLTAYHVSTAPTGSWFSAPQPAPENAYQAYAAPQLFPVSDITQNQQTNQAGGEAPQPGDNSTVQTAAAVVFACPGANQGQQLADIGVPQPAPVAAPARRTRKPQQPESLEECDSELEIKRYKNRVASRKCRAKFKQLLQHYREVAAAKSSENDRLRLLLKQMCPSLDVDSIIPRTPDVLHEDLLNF
PP1 inh: blocks human PP1-alpha phosphatase, a PP5 counter-screen; P62136; purified PP1alpha, OMFP fluorescence; inhibition, % at 6.7 µM; hit rate 0.9% among 320,000; AID 2235;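 active means inhibition above the mean inhibition of all tested compounds plus 3 SD, computed separately for each screening campaign, cut at about 15% in these data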
Target sequence (P62136 whole entry, looked up): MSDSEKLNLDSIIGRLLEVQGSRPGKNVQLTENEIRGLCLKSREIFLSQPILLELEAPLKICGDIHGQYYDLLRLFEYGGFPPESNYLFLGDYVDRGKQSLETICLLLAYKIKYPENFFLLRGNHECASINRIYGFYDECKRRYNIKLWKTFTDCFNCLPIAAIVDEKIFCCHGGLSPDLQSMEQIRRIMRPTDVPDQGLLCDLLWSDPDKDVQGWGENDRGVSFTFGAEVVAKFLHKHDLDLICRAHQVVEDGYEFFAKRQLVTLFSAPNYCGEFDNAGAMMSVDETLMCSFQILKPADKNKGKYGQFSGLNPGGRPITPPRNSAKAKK
TPT1 inh: C. albicans TPT1 enzyme inhibition. recombinant caTPT1, FP RNA substrate dephosphorylation. inhibition, % at 5 µM. hit rate 0.81% among 300,000. AID 1962;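 active means inhibition above the mean of all tested compounds plus 3 SD, set per screening campaign, cut at about 24% in these data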;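 further: plate controls were DMSO alone for no effect and ferristatin control at 100 nM for full effect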
CTSL1 counter: blocks F. hepatica cathepsin L1 in PFM18AAP counter-screen; recombinant F. hepatica cathepsin L1, Z-Leu-Arg-MCA fluorescence; inhibition, % at 5.96 µM; hit rate 0.49% among 300,000; AID 1906;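 active means inhibition above the mean of all tested compounds plus 3 SD, set per screening campaign, cut at about 17% in these data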;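 further: 0% = plate median of test compound wells and 100% = 1 µM Z-Phe-Ala-diazomethylketone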
Starred values were filed as active, the others as inactive; . = not tested or not shown.

SMILES	Efflux pump mplx	PP5 inh	EBNA-1 inh	PREPL inhibitor	core dimer inh	ZTA DNA inh	PP1 inh	TPT1 inh	CTSL1 counter
O=C(OC(C(=O)NCC1CCCO1)c1ccc(F)cc1)c1cccs1 (centres undefined)	0.0	1.2	-9	-10	-2	-7	-2	3	-49
O=C(N/N=C/c1cccs1)c1ccc2nc[nH]c2c1	0.1	-2.2	-7	7	-4	-1	-3	3	4
O=C(O)c1c2c(nc3ccccc13)/C(=C/c1cccc([N+](=O)[O-])c1)CCC2	0.0	-2.3	-1	5	5	6	-4	-5	6
COc1cccc(-c2nn(-c3ccccc3)cc2CN(C)C(C)c2ccncn2)c1 (centres undefined)	0.1	2.6	10	1	-9	-2	-1	-2	0
CC(C)COC(=O)C1[C@H]2C(=O)N(Cc3cccs3)C[C@]23C=C[C@H]1O3 (some centres undefined)	0.1	0.9	-9	-8	1	7	-3	0	5
COC(=O)c1ccccc1NC(=O)CSc1nnc(C(CO)NC(=O)c2ccccc2Cl)n1C (centres undefined)	0.3	7.2	3	5	-3	4	-2	4	4
CCCCCc1nc2c(=O)[nH]c3ccccc3c2o1	-0.2	1.2	-10	11	4	-21	-2	-2	4
Cc1cccc(NC(=O)c2ccc3nsnc3c2)c1C	0.1	1.3	7	0	6	-1	-2	-2	-1
Cc1cc(C)cc(NC(=S)N=Nc2c(O)n(C)c3ccc(S(=O)(=O)N4CCOCC4)cc23)c1	-0.1	1.7	8	12	39	2	1	-2	4
COc1cc(NC(=O)NNC(=O)c2cc3occc3n2C)cc(OC)c1OC	0.1	-0.1	-4	10	-12	-17	0	-1	-5
CC1(C)CC(=O)C(C(=O)c2ccccc2)C(=O)C1Cl (centres undefined)	0.0	-0.3	-9	-6	-1	-11	0	1	-2
O=C(c1[nH]ncc1-c1cccc(Br)c1)C1CO1 (centres undefined)	-0.1	-0.5	2	-7	4	-3	1	-2	-1
CN(C)S(=O)(=O)c1ccc2c(c1)C(CC(=O)O)OC2=O (centres undefined)	-0.1	2.3	4	0	-2	-14	-4	-3	-1
O=C(O)c1ccccc1C(=O)c1ccc(-c2ccccc2)cc1	0.1	-1.3	22	-1	-1	16	0	-1	2
Cc1c(OC(C)C(=O)NCC(O)c2ccccc2)ccc2c3c(c(=O)oc12)CCCC3 (centres undefined)	0.1	-1.0	-7	-28	1	-4	-3	1	6
CCOc1ccccc1Nc1nnc(SCC(=O)Nc2ccc3[nH]c(=O)[nH]c3c2)s1	-0.1	-0.1	-7	2	0	-8	-3	-1	-7
COc1ccc(-n2c(SCC(=O)NNC(=O)c3ccc(C)cc3)nnc2-c2ccncc2)cc1	0.1	0.4	10	11	6	6	1	3	4
CC(C)(C)NS(=O)(=O)c1ccc(OCC(=O)Nc2ccc3c(c2)OCCO3)cc1	-0.1	4.2	0	-4	1	10	-1	0	-5
COc1cc(C2C(C(C)=O)=C(O)C(=O)N2CCc2ccc(OC)c(OC)c2)ccc1O (centres undefined)	0.1	4.2	-3	2	-4	-19	1	-2	-1
CCCCCNc1nc(-c2ccccc2)nc(-n2ccnc2)n1	0.0	0.8	-7	1	0	-2	-4	0	-1

Individual results from the list:
Result of CCCCCNc1nc(-c2ccccc2)nc(-n2ccnc2)n1 in TPT1 inh: 0
Result of O=C(O)c1c2c(nc3ccccc13)/C(=C/c1cccc([N+](=O)[O-])c1)CCC2 in PREPL inhibitor: 5

Next records
SMILES	Efflux pump mplx	PP5 inh	EBNA-1 inh	PREPL inhibitor	core dimer inh	ZTA DNA inh	PP1 inh	TPT1 inh	CTSL1 counter
C/C(=N\NC(=O)c1c(Cl)c(C)nn1C)c1cccc(NC(=O)c2cccc(F)c2)c1	-3.1	3.9	4	1	-6	11	1	0	-1
COC(=O)c1c(NC(=O)COC(=O)CCNS(=O)(=O)c2ccc(NC(C)=O)cc2)sc(C)c1C	-0.1	-0.7	-8	-1	0	-5	-5	2	-1
COc1cccc(NC(=O)CSc2nnc(-c3cccc(OC(C)C)c3)n2N)c1	0.1	3.9	0	-9	4	12	0	2	1
CCN1C(=O)CSc2ccc(C(=O)NCc3ccco3)cc21	0.3	1.6	0	2	2	0	0	-4	3
CC(=O)N1CCN(c2cc3c(cc2F)c(=O)c(C(=O)O)cn3C2CC2)CC1	0.0	1.3	-7	0	1	17	1	0	3
COc1ccc2c(CC(=O)OCC(=O)c3ccccc3OC)coc2c1	0.1	3.7	-5	-11	-1	-13	0	-3	-3
COC(=O)c1c(NC(=O)c2ccccc2)sc(Cc2ccccc2)c1C	0.1	-0.5	6	8	-1	1	-4	-2	2
O=C(CSc1nnnn1-c1cccc(C(=O)O)c1)NC(c1ccccc1)c1ccccc1	0.0	5.5	-3	-6	7	-1	0	1	-1
O=C(COc1ncnc2c1cnn2-c1ccccc1)Nc1ccc(S(=O)(=O)N2CCCCC2)cc1	-0.2	2.9	18	14	3	1	9	0	0
COc1cc(/C=N/NC(=O)CCN2CCN(Cc3ccccc3)CC2)cc(OC)c1OC	0.0	-0.1	-3	4	-5	-22	-1	0	1
COc1ccc(C(=O)NC(C)c2nnc(SCc3ccc(Cl)c(Cl)c3)n2C)cc1 (centres undefined)	0.1	0.9	-2	20	-1	5	-1	2	-3
CCCCn1c(N)c(N(CCOC)C(=O)c2ccc(OCc3c(C)noc3C)cc2)c(=O)[nH]c1=O	0.0	2.5	.	2	.	-8	-1	.	.
Cc1onc(-c2ccccc2)c1CNS(=O)(=O)c1ccccc1[N+](=O)[O-]	-0.2	3.2	-6	-1	-4	-20	-3	-1	-7
CCS(=O)(=O)C(=C1Nc2ccccc2N1)S(=O)(=O)CC	0.0	2.9	6	-9	3	-9	-2	-3	1
N#Cc1ccc(NC(=O)Cn2c3[n+](c4ccc(C(F)(F)F)cc42)CCCCC3)cc1	-0.1	0.7	7	23	1	11	5	2	4
CCc1ccc(CNC(=O)C2CCCN(c3nnc(C)c4c(C)n(-c5ccccc5)nc34)C2)cc1 (centres undefined)	0.2	3.0	-9	18	10	-6	9	17	1
CN(C)/C=C(/C(=O)c1ccc(Cl)c(Cl)c1)S(C)(=O)=O	0.0	-1.1	-2	-1	-2	3	-3	-4	-2
Cc1cc2ncn(C(=O)N3CCC(C)CC3)c2cc1C	0.1	2.0	3	-6	0	-11	-1	-7	-1
CC(=O)NC(Cc1ccccc1)C(=O)OCC(=O)c1ccc(F)cc1 (centres undefined)	-0.1	1.4	-5	8	-3	-1	-1	-4	0
COc1cc(/C=N/n2cnnc2)ccc1OCC(=O)N1CCOCC1	0.1	3.8	8	0	-3	-3	0	-2	0
O=C(O)CCCCCNc1nc(=S)[nH]c2ccccc12	-0.2	-8.1	1	3	-12	17	2	1	8
CC1CCC(C(=O)NC(C(=O)NCCc2ccc(S(N)(=O)=O)cc2)C(C)C)CC1 (centres undefined)	0.1	-1.2	3	7	10	7	-2	0	3
COc1ccc(N2C(=O)CSC23CCCCC3)cc1	0.1	2.8	-2	-2	3	-13	-1	0	-1
COc1ccc(-c2cc(C(=O)Nc3ccc4c(c3)OCO4)no2)cc1	0.2	-2.0	-2	17	-2	14	0	-6	3
CCCOc1ccc(C(=O)N/N=C/c2ccc(-c3ccc(S(=O)(=O)Nc4ncccn4)cc3)o2)cc1	0.2	3.7	-4	28	11	-8	3	7	-3
CC(C)(Oc1ccc(Cl)cc1)C(=O)Nc1ncccn1	0.0	0.1	6	-4	0	2	-1	-1	0
N=C(N)N=Nc1c(O)[nH]c2ccc(Br)cc12	0.0	-0.5	7	4	-12	11	2	-3	2
NS(=O)(=O)c1ccc(NC(=O)CSc2nnc(C3CC3)n2C2CC2)cc1	-0.2	1.9	.	0	.	0	-6	.	.
C=CCNC(=O)c1ccccc1NC(=O)COc1ccccc1	0.0	2.8	4	-11	-5	3	-1	-1	0
O=C1CNC(=O)/C1=C/c1ccc(O)cc1	-0.1	2.9	-2	-13	-4	-22	-4	12	-2
Cc1occc1-c1nnc(SCC(=O)Nc2nc3ccccc3s2)o1	0.4	0.9	3	10	0	-7	-2	1	3
COC(=O)/C(=N/Nc1ccccc1)N1CCCc2ccccc21	0.7	3.2	-3	-3	-7	-5	2	1	-1
COc1ccc(/C=N\NC(=O)CCc2c(C)n[nH]c2C)c(OC)c1OC	0.0	-0.3	-2	4	-2	2	-2	0	2
O=c1cc(-c2ccc(Cl)cc2)[nH][nH]1	-0.1	-2.0	4	14	1	10	2	-2	0
O=C(OCCCOc1ccc(F)cc1)c1ccc(O)cc1O	0.7	2.2	-3	10	7	2	1	-4	0
O=C(COC(=O)c1ccccc1-n1cnnn1)c1ccc(F)c(F)c1	0.1	-0.7	-4	4	-2	2	-3	-6	5
CC(C)NC[C@@H](O)c1ccc(O)c(O)c1	-0.1	0.6	3	-2	0	-11	0	0	-7
Cc1nc(-c2cccc(S(=O)(=O)N3CCCCC3)c2)cs1	-0.1	-1.1	4	-2	1	-12	2	-2	-2
CCOc1ccc(S(=O)(=O)N2CCN=C2c2ccccc2)cc1	0.2	0.7	-2	1	5	-2	-1	-2	-3
O=C(Nc1ccc(S(=O)(=O)N2CCCC2)cc1)C1CCN(S(=O)(=O)c2ccc(F)cc2)CC1	0.2	0.7	-8	1	3	7	-4	-2	1
COc1ccc(N(CC(O)CN2CCCCC2)S(=O)(=O)c2ccc(C)cc2)cc1 (centres undefined)	0.2	2.5	1	-46	-3	3	1	0	-2

Gathered by group: the compounds so far with an aryl methoxy group
SMILES	Efflux pump mplx	PP5 inh	EBNA-1 inh	PREPL inhibitor	core dimer inh	ZTA DNA inh	PP1 inh	TPT1 inh	CTSL1 counter
COc1cccc(-c2nn(-c3ccccc3)cc2CN(C)C(C)c2ccncn2)c1 (centres undefined)	0.1	2.6	10	1	-9	-2	-1	-2	0
COc1cc(NC(=O)NNC(=O)c2cc3occc3n2C)cc(OC)c1OC	0.1	-0.1	-4	10	-12	-17	0	-1	-5
COc1ccc(-n2c(SCC(=O)NNC(=O)c3ccc(C)cc3)nnc2-c2ccncc2)cc1	0.1	0.4	10	11	6	6	1	3	4
COc1cc(C2C(C(C)=O)=C(O)C(=O)N2CCc2ccc(OC)c(OC)c2)ccc1O (centres undefined)	0.1	4.2	-3	2	-4	-19	1	-2	-1
COc1cccc(NC(=O)CSc2nnc(-c3cccc(OC(C)C)c3)n2N)c1	0.1	3.9	0	-9	4	12	0	2	1
COc1ccc2c(CC(=O)OCC(=O)c3ccccc3OC)coc2c1	0.1	3.7	-5	-11	-1	-13	0	-3	-3
COc1cc(/C=N/NC(=O)CCN2CCN(Cc3ccccc3)CC2)cc(OC)c1OC	0.0	-0.1	-3	4	-5	-22	-1	0	1
COc1ccc(C(=O)NC(C)c2nnc(SCc3ccc(Cl)c(Cl)c3)n2C)cc1 (centres undefined)	0.1	0.9	-2	20	-1	5	-1	2	-3
COc1cc(/C=N/n2cnnc2)ccc1OCC(=O)N1CCOCC1	0.1	3.8	8	0	-3	-3	0	-2	0
COc1ccc(N2C(=O)CSC23CCCCC3)cc1	0.1	2.8	-2	-2	3	-13	-1	0	-1
COc1ccc(-c2cc(C(=O)Nc3ccc4c(c3)OCO4)no2)cc1	0.2	-2.0	-2	17	-2	14	0	-6	3
COc1ccc(/C=N\NC(=O)CCc2c(C)n[nH]c2C)c(OC)c1OC	0.0	-0.3	-2	4	-2	2	-2	0	2
COc1ccc(N(CC(O)CN2CCCCC2)S(=O)(=O)c2ccc(C)cc2)cc1 (centres undefined)	0.2	2.5	1	-46	-3	3	1	0	-2

Screens from PubChem BioAssay.

An excerpt. The share of hits here may be higher or lower than overall.
